AMA1 RON2 block: inhibitors of Plasmodium falciparum AMA1-RON2 interaction. AlphaScreen AMA1-biotinylated RON2 peptide binding. Potency, µM (top dose mostly 58.2 µM), for the others: at the highest dose activity change, negative = inhibition, actives largely listed as inhibitors. 360,000 compounds, 0.2% hits. AID 720542;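 note: potency is the fitted concentration of half-maximal effect; 0% = vehicle wells and -100% = peptide control; nearly all actives have a fitted effect of over 45% in size; some results filed as inactive show a strong effect at the top dose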
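AMA1 (3D7) with his tag at 25 nM final met compounds first, then biotinylated RON2 peptide at 25 nM; detection used donor plus acceptor beads, 10 µg/mL apiece, read by AlphaScreen after 30 min at room temperature.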
FBPA Giardia inh: Giardia lamblia aldolase inhibition; purified Giardia FBPA; Potency, µM (highest dose often 59.6 µM), for the others: at the highest dose activity, negative = inhibition, actives largely listed as inhibitors; 290,000 compounds, 0.71% hits; note: potency is the fitted concentration of half-maximal effect; nearly all actives have a fitted effect of over 55% in size
Target sequence (A8B2U2 whole entry, looked up): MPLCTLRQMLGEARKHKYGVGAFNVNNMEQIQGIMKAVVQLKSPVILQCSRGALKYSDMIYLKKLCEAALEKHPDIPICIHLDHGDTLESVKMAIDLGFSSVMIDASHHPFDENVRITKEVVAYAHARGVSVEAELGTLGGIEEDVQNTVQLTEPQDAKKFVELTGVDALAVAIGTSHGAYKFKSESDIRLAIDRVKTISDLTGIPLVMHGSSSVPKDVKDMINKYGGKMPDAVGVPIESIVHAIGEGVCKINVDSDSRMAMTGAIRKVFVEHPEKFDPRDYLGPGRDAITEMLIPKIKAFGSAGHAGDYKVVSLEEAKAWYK
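Giardia FBPA (40 nM reagent) was preincubated 10 min at RT with compound (up to 57.5 uM final), then substrate plus GAPDH/TPI/NAD/arsenate coupling system with diaphorase/resazurin was added; resorufin fluorescence (525/598 nm) was read after 20 min.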
AmpC detergent: blocks E. coli AmpC beta-lactamase in detergent assay. AmpC hydrolysis of nitrocefin, absorbance 480 nm, 0.01% Triton. AID 485294. 370,000 compounds, 0.041% hits. Potency, µM (highest dose often 114 µM), for inactives: at the top dose activity change, negative = inhibition, actives largely listed as inhibitors. P00811;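 note: potency is the fitted concentration of half-maximal effect; 0% = no-compound wells and -100% = no-enzyme wells; nearly all actives have a fitted effect of over 25% in size; some results filed as inactive show a strong effect at the top dose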
Target sequence (P00811 whole entry, looked up): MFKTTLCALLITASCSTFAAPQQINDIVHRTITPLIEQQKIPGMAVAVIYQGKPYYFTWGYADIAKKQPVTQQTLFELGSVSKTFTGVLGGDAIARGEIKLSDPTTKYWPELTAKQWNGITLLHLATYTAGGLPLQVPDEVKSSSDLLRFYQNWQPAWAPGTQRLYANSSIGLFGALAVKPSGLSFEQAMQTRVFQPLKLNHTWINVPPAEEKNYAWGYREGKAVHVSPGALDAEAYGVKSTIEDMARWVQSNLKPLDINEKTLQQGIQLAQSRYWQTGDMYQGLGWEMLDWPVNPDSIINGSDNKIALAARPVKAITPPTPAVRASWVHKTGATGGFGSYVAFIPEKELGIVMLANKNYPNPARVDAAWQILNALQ
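AmpC (5.3 nM in the dispensed reagent) in 20 mM phosphate pH 7.0 with 0.01% (detergent screen) or 0.0001% Triton X-100 was preincubated with compounds for 15 min at room temperature. Nitrocefin was then added from an 800 uM solution, and hydrolysis was followed at 480 nm.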
HCMV antiviral: human cytomegalovirus inhibition | HFF cells, HCMV-luciferase reporter, 72 h; hits give low values | 410,000 compounds, 4.5% hits | AID 1259415 | activity change, negative = inhibition, % at 57.5 µM; in the data active = activity change below about -60%; inconclusive = no clear call, values can overlap the other calls; inactive = above about -39%
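Inhibition of viral replication was scored as loss of reporter luminescence in HFFs infected with HCMV-luciferase (MOI 1 PFU/cell) for 72 h; compounds tested at 2 doses, normalized to buffer and Salinomycin controls.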
Sm TGR inh: blocks Schistosoma mansoni thioredoxin glutathione reductase; Q962Y6; purified TGR, DTNB reduction, TNB absorbance 405 nm; Potency, µM (top dose mostly 114 µM), for inactives: top-dose activity change, negative = inhibition, actives largely listed as inhibitors; 360,000 compounds, 3% hits; note: potency is the fitted concentration of half-maximal effect; nearly all actives have a fitted effect of over 60% in size
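Kinetic colorimetric format: TGR-catalysed, NADPH-driven DTNB reduction monitored via TNB absorbance. Enzyme dispensed at 20 nM; compound exposure 15 min at room temperature before reaction start.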
AmpC no deterg: blocks E. coli AmpC beta-lactamase in detergent-free assay; P00811; 330,000 compounds, 0.52% hits; Potency, µM (doses to about 57.1 µM), inactives show at the top dose activity change, negative = inhibition, hits mostly inhibitors; AID 485341; AmpC nitrocefin hydrolysis, absorbance 480 nm, 0.0001% Triton;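 note: potency is the fitted concentration of half-maximal effect; plate controls were no compound for no effect and no enzyme for full effect; nearly all actives have a fitted effect of over 20% in size; some results filed as inactive show a strong effect at the top dose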
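AmpC (5.3 nM in the dispensed reagent) in 20 mM phosphate pH 7.0 with 0.01% (detergent screen) or 0.0001% Triton X-100 was preincubated with compounds for 15 min at room temperature. Nitrocefin was then added from an 800 uM solution, and hydrolysis was followed at 480 nm.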
The depositor's hits bear a star; ? = inconclusive; nt = no result given; & = joins results of further samples; [ ] = dose if it differs, or a comment. Unless noted, calls come from the whole dose curve; as a rule, active = well fitted curve in the direction sought with a large enough effect; inconclusive = small, poorly fitted or top-dose-only effect, or another doubt; inactive = no such curve, though single readings can be large; an effect the other way counts as inactive or inconclusive. Unless noted, % is set by controls: 0 for no effect and ±100 for the full control effect.

mol	AMA1 RON2 block	FBPA Giardia inh	AmpC detergent	HCMV antiviral	Sm TGR inh	AmpC no deterg
COc1ccc(CCN2C(=O)C3C4CC(C5C(C(N)=O)=NOC45)C3C2=O)cc1OC (stereo unspecified)	-7%	3%	2%	12	-5%	-5%
COc1cc(/C=N/NC(=O)c2ccc(CN3C(=O)c4cccc5cccc3c45)cc2)cc(OC)c1O	81%[activator]	-24%	9%	-33	0%	48%
COc1ccc(CCNC(=O)CSc2nc(C)cs2)cc1	-2%	1%	-15%	-34	-3%	-32%
COc1ccc(NC(=O)CSc2nnc(CNC(=O)COc3ccc(Cl)cc3)o2)cc1	-3%	3%	-8%	-22	-2%	-16%
Cc1noc(C)c1CSCC(=O)N(C)CC(=O)Nc1ccc(Cl)cc1	1%	nt	?	97	1%	8%
c1ccc(COc2ccc(OCCCCN3CCCCC3)cc2)cc1	-8%	?	3%	39	-7%	59%
COc1cccc(OCc2cc(/C=N/n3cncn3)ccc2OC)c1	-1%	0%	0%	19	-1%	40%
Cc1noc(C)c1C(=O)OC(C)C(=O)Nc1ccc(C(N)=O)cc1 (stereo unspecified)	3%	nt	-12%	-5	-5%	-10%
Cc1ccc(NS(=O)(=O)c2ccc3c(c2)CCC(=O)N3)cc1C	5%	-3%	-4%	2&-16	-1%	-56%
CC1(C)Cc2c(sc(/N=C/N3CCCCC3)c2C#N)C(C)(C)N1	15%	5%	0%	-18	-8%	-11%
CCN=C1SC(C(=O)Nc2ccccc2)CC(=O)N1CC (stereo unspecified)	8%	0%	-5%	-1	0%	-5%
Cc1ccc(OCC(=O)c2c[nH]c3ccccc23)c([N+](=O)[O-])n1	43%[activator]	-11%	-6%	14	-24%	-43%
CCOc1ccc(CCNC(=O)c2cnc3sc(N4CCOCC4)nn3c2=O)cc1	nt	nt	7%	-12	?	nt
Nc1cc(=O)[nH]c(SCC(=O)NNC(=O)Cc2ccccc2)n1	88%[activator]	-6%	2%	?	36%[activator]	-35%
CC(Oc1ccc(C(C)(C)C)cc1)c1ccnc2nc(/N=C/N(C)C)nn12 (stereo unspecified)	-5%	1%	-11%	5	-27%	178%[activator]
Cc1ccccc1NC(=O)COC(=O)c1cc(S(=O)(=O)N2CCOCC2)ccc1C	-5%	nt	-10%	-8	-24%	24%
CCN1CCN(C(=S)Nc2cccc([N+](=O)[O-])c2)CC1	13%	-6%	-9%	-2	1%	-23%
O=C(c1cc(C2CC2)nn1-c1ccccc1)N1CCN(S(=O)(=O)c2ccccc2)CC1	?	nt	?	?	-7%	-10%
CCc1nnc(SCC(=O)Nc2ccc3ccccc3c2)n1N	-7%	nt	nt	49	nt	-16%
O=C(COc1ncnc2ccccc12)NCCc1ccccc1	3%	3%	1%	-8	-6%	-8%
CCOc1ccc(C2=CS/C(=C(\C#N)c3nnc4n3CCCCC4)N2CC)cc1	0%	-15%	?	-63*	-4%	104%[activator]
O=C(c1cc2cc(F)ccc2[nH]1)N1CCN(c2ccc(F)cc2)CC1	7%	3%	-3%	53	3%	-23%
CC(=O)c1cccc(S(=O)(=O)Nc2cccc(S(=O)(=O)NC3=NCCC3)c2)c1	-4%	4%	?	-84*	-2%	-16%
Fc1ccc(-c2[nH]ncc2-c2nnnn2-c2ccccc2)c(F)c1	-3%	nt	1%	-23	-1%	-19%
CCOC(=O)N1CCN(C(=O)c2ccc3c(=O)n(Cc4ccccc4)c(=S)[nH]c3c2)CC1	129%[activator]	?	-1%	-32	1%	-8%
CCOc1ccc(Br)cc1S(=O)(=O)Nc1ccc(C(=O)OCC(=O)Nc2ccc(C#N)cc2)cc1	0%	-6%	-6%	-21	nt	-39%
Cc1nc(-c2ccc(S(=O)(=O)Nc3cc(F)ccc3F)cc2)co1	-1%	nt	-2%	-23	-21%	-34%
CC1=C(C(=O)Nc2ccccc2)C(c2cccc(Cl)c2)n2nc(SCC(=O)c3ccc(C)cc3)nc2N1 (stereo unspecified)	nt	nt	-1%	4	1%	nt
O=C(Nc1ccc(-c2nc3ccccc3[nH]2)cc1)c1ccccc1NS(=O)(=O)c1ccc(F)cc1	-7%	14%	?	41	9%	?
COC(=O)c1cc(S(=O)(=O)Nc2cccc(-c3cnco3)c2)oc1C	-5%	7%	?	nt	-27%	-24%
Cn1cnnc1SCc1nnc(-c2ccccc2Br)o1	10%	2%	0%	61	7%	-18%
Cn1c(Cc2ccccc2)nnc1SCC(=O)N1CCN(c2ccccc2)CC1	21%	0%	-2%	-6	-11%	13%
Cc1ccc(C(=O)N(Cc2ccc(N(C)C)cc2)CC2CCCO2)cc1 (stereo unspecified)	nt	nt	2%	-3	0%	nt
CC(C)c1ccc(S(=O)(=O)Nc2cc3c(cc2NCc2ccccc2)n(C)c(=O)n3C)cc1	nt	nt	-9%	11	-1%	nt
COc1ccc2nc(NC(=O)CSc3nnc(C)s3)sc2c1	-4%	4%	0%	15	12%	-23%
CCCNC(=O)Nc1ccccc1C(=O)Nc1ccc(OC)cc1	11%	2%	0%	12	9%	-20%
COc1ccc(N2CCN(C(=O)c3ccc4c(=O)n5c(nc4c3)CCCCC5)CC2)cc1	-17%	8%	1%	-13	6%	90%[activator]
O=C(NCc1ccc2c(c1)OCO2)c1cccc(C(=O)NCc2ccc3c(c2)OCO3)c1	-13%	1%	-14%	-29	1%	-35%
O=C(O)CNS(=O)(=O)c1ccc(C2CCCCC2)cc1	-9%	25%	?	?	7%	-17%
O=C(Cn1c(=O)oc2ccccc21)NCc1ccccc1Cl	nt	nt	-3%	12	6%	nt
O=c1nc(-c2ccccc2)c2cc(Cl)ccc2[nH]1	2%	8%	-8%	-20	0%	-20%
CN1c2ccc(Cl)cc2-c2nc(SCC(=O)NCc3ccccc3)ncc2S1(=O)=O	nt	nt	-1%	-1	1%	nt
CCOC(=O)c1cnc(Nc2nc3ccccc3o2)nc1C	33%[activator]	-1%	8%	-33	1%	-17%
Cc1noc(C(F)(F)F)c1C(=O)NNC(=O)c1ccccc1	36%[activator]	0%	-13%	-37	-9%	-5%
C/C(=N/N1CCN(c2ccccn2)CC1)c1ccc([N+](=O)[O-])cc1	-7%	9%	-5%	-37	-11%	-2%
CCOc1ccccc1NC(=O)COC(=O)c1cn(CC)c2nc(C)ccc2c1=O	nt	nt	30%	-7	0%	nt
Nc1nonc1-n1nnc(C(=O)N/N=C/c2ccc3c(c2)OCO3)c1CSc1ccccc1	-6%	-17%	-16%	-22	-12%	-24%
COc1ccc(-c2nc(C)c(CCNC(=O)c3ccco3)s2)cc1	nt	nt	3%	58	-4%	nt
CCc1cc2c(SCC(=O)Nc3ccc(Cl)cn3)ncnc2s1	-11%[2.32 µM]	17%	-5%	55	2%	-10%
CC(C)Oc1cccc(C(=O)NC(=S)Nc2ccccc2N2CCOCC2)c1	-2%	nt	3%	-18	-25%	-17%
O=C(CSc1ccc(-c2cccnc2)nn1)Nc1ccc(F)c(F)c1	-7%	-9%	2%	-33	6%	-28%
CCN(C(=O)CSc1nc(C)cc(=O)[nH]1)C1CCCCC1	4%[11.6 µM]	nt	nt	-15	nt	-13%
COc1ccc(OC)c(C(=O)c2ccc(C(=O)c3cc(OC)ccc3OC)cc2)c1	-1%	-7%	-12%	32	-4%	-18%
CSc1ccccc1NC(=O)CCc1ccccc1	8%	4%	-10%	-25	4%	-36%
CC(C)(C)OC(=O)C[C@@H]1C/C=C\C[C@H](CC(=O)N(CCO)Cc2ccccc2)C(=O)N2CCC[C@@H]2COC1=O	1%	nt	nt	57	nt	209%[activator]
COc1ccccc1/C=N/N1CCN(Cc2ccccc2Cl)CC1	16µM*	-10%	-15%	40	-20%	17%
Cc1ccc(-c2onc3ccc(C4(C)OCCO4)cc23)cc1	-6%	0%	4%	-4	-10%	-15%
O=C(NCc1ccccc1Cl)c1ccc2c(c1)N(Cc1ccccc1)C(=O)c1ccccc1S2	nt	nt	10%	1	1%	nt
COc1ccc(CNC(=O)CCc2c(C)nn(-c3ccc(N4CCOCC4)nn3)c2C)c(OC)c1	nt	nt	17%	6	6%	nt
O=C(CSc1nnc(-c2ccccc2)n1Cc1ccco1)Nc1ccc2c(c1)OCCO2	-6%	2%	-3%	44	35µM*	-40%

Limited to AmpC no deterg and AmpC detergent, for some of the entries so far:
canonical_smiles | AmpC no deterg | AmpC detergent
CC(C)c1ccc(S(=O)(=O)Nc2cc3c(cc2NCc2ccccc2)n(C)c(=O)n3C)cc1 | nt | -9%
CCc1cc2c(SCC(=O)Nc3ccc(Cl)cn3)ncnc2s1 | -10% | -5%

Another view of five compounds above:
Values run as follows: AMA1 RON2 block	FBPA Giardia inh	AmpC detergent	HCMV antiviral	Sm TGR inh	AmpC no deterg
O=c1nc(-c2ccccc2)c2cc(Cl)ccc2[nH]1
  2%	8%	-8%	-20	0%	-20%
Cc1noc(C(F)(F)F)c1C(=O)NNC(=O)c1ccccc1
  36%[activator]	0%	-13%	-37	-9%	-5%
O=C(Cn1c(=O)oc2ccccc21)NCc1ccccc1Cl
  nt	nt	-3%	12	6%	nt
C/C(=N/N1CCN(c2ccccn2)CC1)c1ccc([N+](=O)[O-])cc1
  -7%	9%	-5%	-37	-11%	-2%
CC(C)c1ccc(S(=O)(=O)Nc2cc3c(cc2NCc2ccccc2)n(C)c(=O)n3C)cc1
  nt	nt	-9%	11	-1%	nt

The list continues.
mol	AMA1 RON2 block	FBPA Giardia inh	AmpC detergent	HCMV antiviral	Sm TGR inh	AmpC no deterg
CC1=NN(C(C#N)c2ccccc2O)C(C)(C)C1 (stereo unspecified)	?	1%	-3%	-25	1%	-20%
COc1ccc(S(=O)(=O)Nc2ccc3c(c2)OCO3)cc1Cl	-5%	-14%	0%	-11	-8%	-30%
CCn1c(-c2ccccc2O)n[nH]c1=S	22%	-19%	-15%	-1	0%	-17%
O=C1CC2(CCN(C(=O)c3ccccc3Cl)CC2)Oc2ccccc21	0%	nt	0%	-13	-4%	32%
CCOCCCN(C)C1CCN(C(=O)c2oc3ccccc3c2NC(=O)Cc2ccc(F)cc2)CC1	34%[activator]	-1%	?	?	-1%	74%[activator]
COc1ccc(-n2nc(C(=O)O)c3ccccc3c2=O)c(OC)c1	5%	0%	-3%	27	1%	-14%
Cc1ccc(C)c(-n2c(-c3cccnc3)n[nH]c2=S)c1	4%	?	9%	?	nt	-17%

Bioassay records deposited in PubChem by National Center for Advancing Translational Sciences (NCATS).
